MCL1 BIM primary: inhibitors of MCL1 binding to BIM-BH3, primary screen, biochemical, fluorescence polarization | Induced myeloid leukemia cell differentiation protein Mcl-1 (Homo sapiens), Q07820 | GST-MCL1 / FITC-Bim-BH3 fluorescence polarization | inhibition, % at 10.9 µM | 320,000 tested, 0.68% active;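 active means inhibition above the mean inhibition of all tested compounds plus 3 SD, set per campaign, cut at about 40% in these data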;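 further: 0% = DMSO wells and 100% = unlabeled Bim-BH3 peptide control; higher means more loss of mP so more displacement of Bim peptide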
Target sequence (Q07820 whole entry, looked up): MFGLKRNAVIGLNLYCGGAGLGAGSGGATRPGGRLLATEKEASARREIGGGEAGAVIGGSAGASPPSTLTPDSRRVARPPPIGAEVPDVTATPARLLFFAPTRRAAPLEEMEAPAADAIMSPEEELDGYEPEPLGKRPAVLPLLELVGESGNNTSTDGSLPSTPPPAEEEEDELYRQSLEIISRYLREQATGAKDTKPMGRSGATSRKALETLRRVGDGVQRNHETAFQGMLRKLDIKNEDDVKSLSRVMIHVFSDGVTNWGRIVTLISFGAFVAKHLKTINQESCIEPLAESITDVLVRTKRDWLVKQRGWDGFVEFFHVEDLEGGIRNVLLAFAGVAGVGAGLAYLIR
GRK2 aptamer HTS: compounds blocking aptamer binding on GRK2 – biochemical, human GRK2, bead flow cytometry, HTS, primary screen; inhibition of aptamer binding, % at 10 µM; FAM-aptamer displacement from GRK2; 330,000 tested, 0.59% active; Beta-adrenergic receptor kinase 1 (Homo sapiens), P25098;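 active means inhibition of aptamer binding above 40%, roughly 3 SD of noise, on plates passing a quality check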;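 further: median bead fluorescence of bound FAM aptamer so fluorescent compounds give negative values; no value below 0 was filed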
AGP1-GFP MLPCN: modulators of AGP1-GFP expression in yeast TOR pathway, primary screen, cell-based, multiplex flow cytometry, S. cerevisiae, MLPCN library; 3 h; GFP as percent of DMSO wells; GFP response vs DMSO, % at 10 µM; 320,000 tested, 0.02% active; AID 2066, 2009;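 active means GFP response relative to DMSO above a set limit, near screen average plus 3 SD, cut at about 150% in these data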;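 further: median GFP channel fluorescence of the gated AGP1 strain per well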
Fam108B counter: mouse Fam108B serine hydrolase inhibitors, primary screen, counter-screen for RBBP9 inhibitor project, biochemical, fluorescence polarization | recombinant Fam108B, FP-Rh probe fluorescence polarization | 300,000 tested, 0.33% active | inhibition, % at 9.51 µM;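 active means inhibition above the screen mean inhibition plus 3 SD, computed separately per campaign, cut at about 18% in these data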;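 further: inhibitors lower polarization as less probe binds the enzyme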
MEX-5 binding: MEX-5 zinc finger RNA-binding disruptors – biochemical, C. elegans, fluorescence polarization, MLPCN library, primary screen | 300,000 tested, 0.38% active | MEX-5/FITC-TCR2 RNA binding; stronger effect = lower value | activity score (negative = inhibition of binding), % at 10 µM;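 active means inhibition past about -25% in most replicates, and total fluorescence under double the plate's negative control median, limit read from the data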;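 further: 0% = DMSO and -100% = 5 µM competing unlabeled TCR2 RNA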
Target sequence (Q9XUB2 whole entry, looked up): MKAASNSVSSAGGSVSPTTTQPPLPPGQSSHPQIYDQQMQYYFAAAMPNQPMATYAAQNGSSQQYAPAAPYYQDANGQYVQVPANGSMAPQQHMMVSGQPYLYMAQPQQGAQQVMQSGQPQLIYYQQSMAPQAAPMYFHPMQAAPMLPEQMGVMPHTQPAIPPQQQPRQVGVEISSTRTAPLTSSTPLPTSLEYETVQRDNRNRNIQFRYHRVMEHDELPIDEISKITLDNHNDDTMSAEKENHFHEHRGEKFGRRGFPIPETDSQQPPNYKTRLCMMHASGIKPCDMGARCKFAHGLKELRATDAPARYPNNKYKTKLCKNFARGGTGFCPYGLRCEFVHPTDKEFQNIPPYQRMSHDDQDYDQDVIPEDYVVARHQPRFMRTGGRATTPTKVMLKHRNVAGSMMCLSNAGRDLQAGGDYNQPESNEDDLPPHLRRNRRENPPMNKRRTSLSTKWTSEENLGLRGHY
GLD-1 RNA inh: GLD-1/TGE RNA complex disruptors, primary screen, biochemical, fluorescence polarization. Female germline-specific tumor suppressor gld-1 (Caenorhabditis elegans), Q17339. purified GLD-1 + fluorescein TGE RNA. inhibition, % at 5.96 µM. 320,000 tested, 0.44% active;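 active means percent inhibition above a per-plate cutoff, the plate mean of test compounds plus 3 SD, cut at about 30% in these data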;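 further: 0% = DMSO wells with GLD-1 and probe and 100% = wells lacking GLD-1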
VLA-4 inh: inhibition in human VLA-4 binding assay, primary screen, VLA-4 allosteric modulator project, MLPCN library, flow cytometry, VLA-4 expressing cells | ligand binding flow cytometry | inhibition, % (about 7 µM as worked out from the volumes in the protocol) | 330,000 tested, 0.2% active | AID 2557, 2010; in the data active means inhibition above about 50%
Bcl-xL primary: inhibitors of human Bcl-xL, primary screen, biochemical, fluorescence polarization, HTS. Bcl-2-like protein 1 (Homo sapiens), Q07817. GST-Bcl-xL / FITC-Bim BH3 peptide fluorescence polarization. inhibition, % at 10.9 µM. 320,000 tested, 0.7% active. AID 2129, 2009;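 active means inhibition above the mean of all tested compounds plus 3 SD, cutoff set per campaign, cut at about 30% in these data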;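 further: 0% = DMSO wells and 100% = unlabeled Bim-BH3 peptide competitor; inhibitors lower millipolarization by displacing the labeled peptide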
Target sequence (Q07817 whole entry, looked up): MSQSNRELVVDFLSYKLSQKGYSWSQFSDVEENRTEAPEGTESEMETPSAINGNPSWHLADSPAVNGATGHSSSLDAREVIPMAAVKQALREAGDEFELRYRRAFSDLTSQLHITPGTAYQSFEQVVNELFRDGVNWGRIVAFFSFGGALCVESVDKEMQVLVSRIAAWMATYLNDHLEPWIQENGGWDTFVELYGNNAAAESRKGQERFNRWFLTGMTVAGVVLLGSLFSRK
CIT2 TOR yeast: modulators of CIT2-GFP expression in yeast, primary screen, S. cerevisiae, GFP fusion, multiplex flow cytometry, MLPCN library | S. cerevisiae CIT2-GFP strain, 3 h; 100 means same as DMSO wells | GFP response vs DMSO, % at 10 µM | 320,000 tested, 0.065% active | AID 2029, 2009;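 active means GFP response relative to DMSO above a set limit, near the screen mean plus 3 SD, cut at about 150% in these data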;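 further: ratio of well median GFP fluorescence to mean of DMSO wells on the plate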
Starred values were filed as active, the others as inactive; nt = no result given.

SMILES	MCL1 BIM primary	GRK2 aptamer HTS	AGP1-GFP MLPCN	Fam108B counter	MEX-5 binding	GLD-1 RNA inh	VLA-4 inh	Bcl-xL primary	CIT2 TOR yeast
CCCOc1ccc(C2C(C(=O)OC)=CN(CCOC)C=C2C(=O)OC)cc1	3	1	106	-2	-0.9	1	-8	6	104
CC(NC(=O)c1ccc(F)cc1)C1CC2CCC1C2 (centres undefined)	-4	2	95	-1	0.2	6	18	4	100
CCC(C)(C)NC(=O)C(c1ccc(OC)cc1)N(C(=O)CCC(=O)Nc1cc(C)on1)c1ccc2c(c1)OCO2 (centres undefined)	9	4	111	1	2.3	6	-1	9	106
C=CCN(C(=O)c1csnn1)C(C(=O)NC1CCCCC1)c1ccc(F)cc1 (centres undefined)	14	0	105	-2	4.5	1	6	8	113
CCc1nc2c(c(=O)c3ccccc3n2C)c(=O)n1C1CCCCCC1	7	0	92	-1	-1.5	5	-2	9	84
Cc1cccc(OCC(=O)Nc2ccc(N3CCN(C(=O)c4ccccc4)CC3)cc2)c1	6	0	101	3	1.1	0	5	8	100
CCN(Cc1ccccc1)C(=O)c1cc(S(=O)(=O)N2CCOCC2)ccc1N1CCCC1	-5	1	105	1	2.6	4	-2	-1	83
CCC(C)C(NC(N)=O)C(=O)Nc1ccc(C)c(Cl)c1 (centres undefined)	-19	0	97	-3	1.4	-4	32	-6	97
Cc1cc(C#N)c(C)n1-c1cc(C(F)(F)F)ccc1N1CCOCC1	3	2	99	6	-1.3	8	13	7	94
CCC(C)(C)NC(=O)C(c1ccncc1)N(C(=O)c1sc(C)nc1C)c1ccc(C)cc1 (centres undefined)	-1	0	112	6	-0.8	-4	1	1	113
S=c1[nH]nc(-c2ccc3ccccc3n2)o1	-29	0	98	3	-3.0	1	9	-29	100
O=[N+]([O-])c1cc([N+](=O)[O-])c(Oc2ccccc2F)cc1NN1CCCCC1	-1	0	91	3	-0.8	2	1	4	93
C=CCNC(=O)c1ccc2nccnc2c1	-4	2	100	-3	0.4	2	2	0	99
COc1ccccc1N1CCN(C(=O)c2ccc3c(=O)n(Cc4ccco4)c(=S)[nH]c3c2)CC1	1	0	96	6	-0.4	0	6	1	94
CCOc1ccc(-c2nc(CSCC(=O)N3CCN(c4cccc(OC)c4)CC3)c(C)o2)cc1	3	0	87	-4	1.7	3	17	3	90
Cc1nc2nc(SCc3ccccc3)[nH]n2c(=O)c1CCC(C)C	12	0	98	3	-0.9	5	7	12	109
COc1ccc(-c2cn3ccc4ccccc4c3n2)cc1	0	2	97	1	-0.6	5	3	6	106
O=C(NCc1ccncc1)c1cn(-c2ccccc2)nc1-c1cccnc1	4	0	107	-8	-0.6	10	5	-4	96
COc1cc(/C=C2/SC(=O)NC2=O)ccc1OCc1ccccc1	7	0	105	0	-0.7	-2	-8	5	107
COc1ccc(OC(=O)Cc2cccc3ccccc23)cc1	-16	2	104	0	2.3	-6	-2	1	103
CCOC(=O)c1ccc2nc3c(cc2c1)CCS3	0	0	95	-2	0.4	6	-10	-1	110
O=C(CS(=O)CC(=O)N(CC(=O)NC1CCCC1)C1CCCCC1)Nc1ccc(F)cc1 (centres undefined)	9	1	103	2	1.2	5	4	3	nt
CC1CCC(C(=O)NC(C(=O)NCc2ccccn2)C(C)C)CC1 (centres undefined)	1	0	nt	0	0.5	3	7	3	98
O=C(COc1ccccc1F)OCC(=O)c1ccc([N+](=O)[O-])cc1	nt	0	100	nt	nt	0	-8	nt	94
CCCCOc1ccc(NC(=O)CSCC(=O)OCC)cc1	7	0	101	3	0.6	10	8	8	101

5 compounds from above, limited to MCL1 BIM primary.
SMILES	MCL1 BIM primary
Cc1nc2nc(SCc3ccccc3)[nH]n2c(=O)c1CCC(C)C	12
COc1ccc(-c2cn3ccc4ccccc4c3n2)cc1	0
O=C(NCc1ccncc1)c1cn(-c2ccccc2)nc1-c1cccnc1	4
COc1cc(/C=C2/SC(=O)NC2=O)ccc1OCc1ccccc1	7
COc1ccc(OC(=O)Cc2cccc3ccccc23)cc1	-16

Random excerpt: 4 records from the list
SMILES	MCL1 BIM primary	GRK2 aptamer HTS	AGP1-GFP MLPCN	Fam108B counter	MEX-5 binding	GLD-1 RNA inh	VLA-4 inh	Bcl-xL primary	CIT2 TOR yeast
COc1ccc(OC(=O)Cc2cccc3ccccc23)cc1	-16	2	104	0	2.3	-6	-2	1	103
CCC(C)(C)NC(=O)C(c1ccc(OC)cc1)N(C(=O)CCC(=O)Nc1cc(C)on1)c1ccc2c(c1)OCO2 (centres undefined)	9	4	111	1	2.3	6	-1	9	106
COc1ccc(-c2cn3ccc4ccccc4c3n2)cc1	0	2	97	1	-0.6	5	3	6	106
CCOC(=O)c1ccc2nc3c(cc2c1)CCS3	0	0	95	-2	0.4	6	-10	-1	110

More entries.
SMILES	MCL1 BIM primary	GRK2 aptamer HTS	AGP1-GFP MLPCN	Fam108B counter	MEX-5 binding	GLD-1 RNA inh	VLA-4 inh	Bcl-xL primary	CIT2 TOR yeast
O=C(NCc1ccc2c(c1)OCO2)c1ccc2snnc2c1	1	1	90	-2	-3.2	2	-4	6	93
O=C(NCc1ccccc1)c1cc[n+](CC(=O)c2cccs2)cc1	3	nt	106	-3	3.1	8	2	5	93
O=C1C=C(NCCNc2c(F)c(F)c(CO)c(F)c2F)CCC1	13	3	98	5	-2.0	4	-8	5	101
CC(=O)c1cccc(NC(=S)NC(=O)c2ccc(C)cc2)c1	6	1	103	2	-1.1	4	-5	5	104
C=CCC1Cc2c(Br)cccc2C(CC=C)N1 (centres undefined)	8	0	97	7	1.1	3	-29	3	101
O=C(O)CCC(=O)N1N=C(c2c(-c3ccccc3)c3cc(Cl)ccc3[nH]c2=O)CC1c1cccs1 (centres undefined)	6	3	108	-1	2.1	1	0	5	102
C=CCc1c(C)[nH]c(=S)c(C#N)c1C	-2	1	89	2	0.9	10	-1	6	97
CC(C)n1c(Nn2cnnc2)nc2ccccc21	6	2	93	-4	-0.5	-1	2	-3	94
O=C(O)c1ccc(Nc2ncnc3ccccc23)cc1	2	0	90	-1	-1.1	-6	11	5	95
CCOC(=O)Cc1csc(NC(=O)c2ccc(N3CCOCC3)cc2[N+](=O)[O-])n1	0	5	100	nt	nt	2	-24	-3	104
COC(=O)c1cccc(NC(=S)N2CCOCC2)c1	1	2	85	2	1.2	-7	3	4	79
CCc1ccc(OC(=O)c2ccn(CC)n2)cc1	2	0	97	-2	0.7	-4	-4	0	90
Cc1cccc(-n2c(SCC(=O)NC3CCCC3)nnc2-c2ccoc2C)c1	-2	0	100	3	1.4	2	24	-3	88
CC(C)CC(COCc1ccc(C(F)(F)F)cc1)N1CCN(C(=O)c2ccc(C(F)(F)F)cc2)CCC1=O (centres undefined)	3	0	97	6	-0.8	1	6	5	107
O=C(COc1cccnc1[N+](=O)[O-])NCCc1ccc(F)cc1	-2	1	98	-4	6.2	-9	3	0	96
Cc1nn(CC(=O)N(C)C2CCC(C)CC2)c(C)c1S(=O)(=O)N(C)C (centres undefined)	-12	0	103	nt	nt	-1	4	-6	107
Cc1ccc2c(c1)C(O)(CC(=O)/C=C/C=C/c1ccccc1)C(=O)N2 (centres undefined)	2	3	93	-3	1.5	5	6	-1	91
O=[N+]([O-])c1ccc(-c2cn3ccccc3n2)cc1	-9	0	95	-1	-5.8	1	-1	-7	93
COC(=O)[C@]1(Cc2ccccc2)N[C@H](CN(C)C(=O)Nc2ccc(OC)cc2)[C@@H]2C(=O)N(Cc3ccccc3)C(=O)[C@@H]21	nt	1	94	nt	nt	-3	-2	nt	99
O=C(NCCc1ccccc1)c1ccccc1NC(=O)C1CCCO1 (centres undefined)	5	0	94	0	1.2	-3	10	5	95
O=C(CCN1CCN(c2ccccc2)CC1)Nc1ccc(Cl)cc1	2	0	99	2	0.4	0	-4	-2	98
COc1ccccc1OCC(=O)NC1CCCCCCC1	nt	3	102	nt	nt	-1	15	nt	95
O=C(c1cc2ccccc2oc1=O)N(Cc1cccc(Br)c1)C1CCS(=O)(=O)C1 (centres undefined)	7	0	106	2	nt	-5	9	1	105
O=C(C1CCC(CNS(=O)(=O)c2cccc3cccnc23)CC1)N1CCCC1 (centres undefined)	6	0	102	-3	1.9	2	20	6	99
CCOC(=O)C(CC)(CCC(=O)O)c1csc(N)n1 (centres undefined)	9	0	96	3	1.9	-1	12	6	96

Going on with the list:
SMILES	MCL1 BIM primary	GRK2 aptamer HTS	AGP1-GFP MLPCN	Fam108B counter	MEX-5 binding	GLD-1 RNA inh	VLA-4 inh	Bcl-xL primary	CIT2 TOR yeast
Nc1c(Cl)cc(Cl)cc1C(=O)OCC(=O)NC1CC1	9	0	108	11	-0.9	-5	-7	3	95
CN(CC(=O)Nc1ccccc1Cl)C(=O)c1cccc(S(=O)(=O)N2CCN(c3ccc(F)cc3)CC2)c1	-5	0	93	2	-0.8	-4	4	-2	89
C=CCS/C(=N\n1cnc2ccccc2c1=O)N1CCCCC1	-3	1	112	-2	-0.5	5	30	-5	103
O=C(NCC(=O)N1CCN(c2ccccc2F)CC1)c1ccc(Br)o1	5	3	94	-2	-3.8	-4	6	5	101
COC1=Cc2c(ccc3ccc(=O)oc23)OC1(C)C	5	1	92	-5	1.7	1	0	3	82
COc1ccc2oc(C(=O)OCC(=O)N(Cc3ccccc3)C(C)(C)C)c(C)c2c1	-8	6	96	-4	-2.1	0	-4	-5	86
COc1ccc(-n2ccc(=O)c(C(=O)O)n2)c(OC)c1	0	0	107	1	-2.7	1	24	5	109
CC(=O)Nc1ccc(S(=O)(=O)NCC2CCC(C(=O)NCCC(C)C)CC2)cc1 (centres undefined)	9	0	94	2	0.1	7	-7	5	95
O=C(Cc1ccccc1)NCC(=O)OCc1cccc([N+](=O)[O-])c1	6	0	101	-2	0.7	7	-2	5	99
Cc1nn(C(=O)c2ccco2)c(C)c1Sc1ccccc1	2	4	47	7	6.0	3	14	7	108

2 entries from above, field by field:
Cc1nn(CC(=O)N(C)C2CCC(C)CC2)c(C)c1S(=O)(=O)N(C)C (centres undefined)
- MCL1 BIM primary: -12
- GRK2 aptamer HTS: 0
- AGP1-GFP MLPCN: 103
- Fam108B counter: nt
- MEX-5 binding: nt
- GLD-1 RNA inh: -1
- VLA-4 inh: 4
- Bcl-xL primary: -6
- CIT2 TOR yeast: 107

Cc1ccc2c(c1)C(O)(CC(=O)/C=C/C=C/c1ccccc1)C(=O)N2 (centres undefined)
- MCL1 BIM primary: 2
- GRK2 aptamer HTS: 3
- AGP1-GFP MLPCN: 93
- Fam108B counter: -3
- MEX-5 binding: 1.5
- GLD-1 RNA inh: 5
- VLA-4 inh: 6
- Bcl-xL primary: -1
- CIT2 TOR yeast: 91

High-throughput results (PubChem BioAssay)

Rows were taken by chance. Share with any hit: about 2.2%.
